# Screening results deposited in PubChem BioAssay by National Center for Advancing Translational Sciences (NCATS).
# HEK293 cAMP cs: qHTS Assay for Agonists of the Thyroid Stimulating Hormone Receptor: Activators of Intracellular cAMP Concentrations in Parental HEK 293. parental HEK293 CNG cAMP sensor, membrane potential fluorescence. Potency, µM (series often up to 57.1 µM), inactives show top-dose activation, hits mostly activators. 2.5% of 73,000 active; further: potency means the concentration at half of the fitted maximal effect; % of control where 0% means no effect; nearly all actives have a fitted effect of over 55% in size
#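 Parental HEK 293 cells stably expressing a cAMP-gated CNG channel were loaded with membrane potential dye containing 100 uM RO 20-1724 for 60 min. Compound added for 30 min; depolarization read as fluorescence intensity at 590 nm.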
# CRE Fsk mod: Cell signaling CRE-BLA (Fsk stim); 2.5% of 71,000 active; Potency, µM (doses to about 38.2 µM), for inactives: at the highest dose activity change, negative = inhibition, most hits filed as activators; CHO CRE-bla reporter (cAMP response element driving beta-lactamase), forskolin EC10, beta-lactamase ratio; active means well fitted activation curve with a large enough effect in the signal ratio, with a control signal flat, not every such curve was filed as active; inconclusive means small, poorly fitted or top-dose-only effect, or effect the other way, or a change in a side signal; the % refers to the signal ratio; further: potency means the concentration at half of the fitted maximal effect; % of control where 0% means no effect
#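 Using CellSensor CRE-bla CHO cells in Opti-MEM with 0.5% dialyzed FBS, compounds were titrated with EC10 NKH 477 for 3 h at 37 °C. CCF4 ratio (460/530 nm) gave %Activity; AC50 derived.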
# A350 fluor: qHTS Assay for Spectroscopic Profiling in A350 Spectral Region; Compound autofluorescence, 340/450 nm, Alexa 350 dye-equivalents; stronger effect = higher value; max dye-equivalent concentration, M; 11% of 59,000 active; in the data active means max dye-equivalent concentration above about 10 nM; inconclusive means mostly about 1.1 nM to 9.6 nM
# Casp7 inh: qHTS Assay for Allosteric/Competitive Inhibitors of Caspase-7; recombinant caspase-7, Ac-DEVD-AFC fluorescence rate; 0.02% of 75,000 active; Potency, µM (top dose mostly 57.5 µM), for the others: top-dose activity change, negative = inhibition, usual class: inhibitors; P55210; active means well fitted inhibition curve with a large enough effect in the main read-out, with a control signal flat, not every such curve was filed as active; inconclusive means small, poorly fitted or top-dose-only effect, or a change in a side signal; further: potency means the concentration at half of the fitted maximal effect; % of control where 0% means no effect
# Target sequence (P55210 24-198 limits assumed): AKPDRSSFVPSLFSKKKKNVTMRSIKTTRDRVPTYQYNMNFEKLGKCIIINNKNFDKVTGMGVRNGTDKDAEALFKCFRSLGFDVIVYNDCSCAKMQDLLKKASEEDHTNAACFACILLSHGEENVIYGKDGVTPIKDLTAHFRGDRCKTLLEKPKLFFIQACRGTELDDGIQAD
# Target sequence (P55210 207-303 limits assumed): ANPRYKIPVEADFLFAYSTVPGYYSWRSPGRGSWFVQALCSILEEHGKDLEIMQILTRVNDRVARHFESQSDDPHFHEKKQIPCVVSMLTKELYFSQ
# BRCT PPI green: qHTS Assay for Inhibitors of BRCT-Phosphoprotein Interaction (Green Fluorophore); BRCA1 BRCT-phosphopeptide binding, green fluorescence polarization; Potency, µM (doses to about 76.9 µM), for inactives: top-dose activity change, negative = inhibition, most hits filed as inhibitors; 0.05% of 75,000 active; Breast cancer type 1 susceptibility protein (Homo sapiens), P38398; AID 875, 2007;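 further: potency means the concentration at half of the fitted maximal effect; plate controls were peptide without protein for full effect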
#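 Fluorescence polarization: His-tagged BRCT (~35 kDa BRCA1 C-terminus, 250 nM) bound to 100 nM fluorescein-labeled phosphorylated 10-aa BACH1 peptide, pH 7.3 phosphate buffer with DTT and Tween 20. Compounds incubated 12 min at room temperature; inhibition read as lowered polarization.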
# USP2a inh: qHTS Assay for Inhibitors of Ubiquitin-specific Protease USP2a. Ubiquitin carboxyl-terminal hydrolase 2 (Homo sapiens), O75604. USP2a enzymatic assay, qHTS inhibition. Potency, µM (top dose mostly 38.3 µM), for inactives: top-dose activity change, negative = inhibition, hits mostly inhibitors. 0.1% of 60,000 active. AID 927, 2007;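 further: potency means the concentration at half of the fitted maximal effect; nearly all actives have a fitted effect of over 60% in size; plate controls were DMSO for no effect and NEM full inhibition control for full effect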
#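 Coupled readout: USP2-cleaved Ub-PLA2 (20nM final) turns over NBD C6-HPC (20uM final), Ex 460nm/Em 535nm after 2.5 h, time-zero read flagging artifacts. Enzyme (20nM final, pH 8.0 Tris) given 30 min RT with compound first; NEM defines full inhibition.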
# ERK AVP block: qHTS Assay for Inhibitors of the ERK Signaling Pathway using a Homogeneous Screening Assay. HEK293-V1b, vasopressin-stimulated pERK AlphaScreen. Potency, µM (titrated, usually from 57.5 µM), for the others: at the top dose activity, negative = inhibition, actives largely listed as inhibitors. 0.99% of 72,000 active. AID 995, 2007; further: potency means the concentration at half of the fitted maximal effect; on the % scale 0 is the no-effect control and ±100 the full control effect; nearly all actives have a fitted effect of over 55% in size
#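 Phosphorylated ERK1/2 detected via AlphaScreen bead proximity in lysates of V1b-expressing HEK293 cells given 25 nM vasopressin for 5 min after 30 min compound exposure (37 °C). AC50 from Hill equation; basal DMSO 0%, vasopressin 100%.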
# FLuc inh: qHTS Assay for Inhibitors of Firefly Luciferase; 2.2% of 72,000 active; purified firefly luciferase, luminescence, 8 min; Luciferin 4-monooxygenase (Photinus pyralis), P08659; Potency, µM (titrated, usually from 57.1 µM), for the others: at the highest dose activity change, negative = inhibition, hits mostly inhibitors; further: potency means the concentration at half of the fitted maximal effect; on the % scale 0 is the no-effect control and ±100 the full control effect; nearly all actives have a fitted effect of over 40% in size
#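 Substrate buffer containing 10 uM ATP (pH 7.2 imidazole, Mg2+, KCl, detergent, BSA) is dispensed, compound pinned in, then luciferase/luciferin detector mix added. After 8 min at ambient temperature, light output is measured.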
# Casp1 inh: qHTS Assay for Allosteric/Competitive Inhibitors of Caspase-1 | P29466 | Caspase-1 enzyme, Ac-WEHD-AFC fluorogenic rate | Potency, µM (highest dose often 57.5 µM), inactives show at the top dose activity change, negative = inhibition, most hits filed as inhibitors | 0.03% of 75,000 active | AID 900, 2007;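 further: potency means the concentration at half of the fitted maximal effect; plate controls were vehicle for no effect and no substrate for full effect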
# Target sequence (P29466 120-297 limits assumed): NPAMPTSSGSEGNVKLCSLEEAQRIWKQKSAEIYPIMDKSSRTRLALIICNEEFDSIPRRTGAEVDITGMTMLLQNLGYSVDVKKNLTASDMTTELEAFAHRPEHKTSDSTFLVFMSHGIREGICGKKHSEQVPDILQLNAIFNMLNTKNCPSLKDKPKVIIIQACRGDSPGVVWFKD
# Target sequence (P29466 317-404 limits assumed): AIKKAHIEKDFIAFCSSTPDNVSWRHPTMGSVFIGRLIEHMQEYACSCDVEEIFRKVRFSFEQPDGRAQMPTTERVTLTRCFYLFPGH
# Tau filament bind: qHTS Assay for Tau Filament Binding. Microtubule-associated protein tau (Homo sapiens), P10636. recombinant tau filaments, thioflavin S fluorescence, 15 h; filaments grown with octadecylsulfate alongside compound. Potency, µM (titrated, usually from 57.1 µM), inactives show top-dose activity change, negative = inhibition. 2% of 71,000 active;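 further: potency means the concentration at half of the fitted maximal effect; on the % scale 0 is the no-effect control and ±100 the full control effect; actives lower thioflavin S fluorescence by blocking filaments or displacing dye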
#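 His-tagged recombinant human tau (exons 2, 3 and 10 included), 1 uM, was induced to fibrillize by 30 uM sodium octadecylsulfate with compound present. After 15 h at 37 C, thioflavine S fluorescence (ex 450, em 510 nm) was read.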
# BRCT PPI red: qHTS Assay for Inhibitors of BRCT-Phosphoprotein Interaction (Red Fluorophore); BRCT-phosphopeptide binding, red fluorescence polarization; Potency, µM (top dose mostly 76.9 µM), for the others: at the top dose activity change, negative = inhibition, actives largely listed as inhibitors; 0.03% of 75,000 active; AID 892, 2007; further: on the % scale 0 is the no-effect control and ±100 the full control effect
#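 Fluorescence polarization: 100 nM His-tagged BRCA1 BRCT with 100 nM TAMRA-labelled phospho-BACH1 decapeptide, phosphate buffer pH 7.3 with 150 mM NaCl, DTT, 0.01% Tween 20; 12 min RT. Binding inhibition seen as FP decrease.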
# An asterisk follows results filed as active; i = inactive; ? = inconclusive; nt = no result given; [ ] = dose if it differs, or a comment. Unless noted, the call rests on the fitted dose curve; in most records, active means well fitted curve in the direction sought with a large enough effect; inconclusive means small, poorly fitted or top-dose-only effect, or another doubt; inactive means no such curve, though single readings can be large; an effect the other way counts as inactive or inconclusive.
SMILES,HEK293 cAMP cs,CRE Fsk mod,A350 fluor,Casp7 inh,BRCT PPI green,USP2a inh,ERK AVP block,FLuc inh,Casp1 inh,Tau filament bind,BRCT PPI red
CN(C)CCNc1oc(-c2ccccc2F)nc1C#N,0%,1%,nt,1%,-4.2%,nt,-12%,1%,-2%,-3%,0.7%
COc1ccc(S(=O)(=O)N(C)CC(=O)Nc2ccc(F)cc2)cc1,0%,-10%,i,-4%,-0.2%,1%,-6%,0%,1%,0%,-0.6%
CN(C(=O)c1cccc(C#N)c1)c1nnc(-c2ccccn2)s1,12%,?,i,3%,-5.5%,-12%,29%,2%,-1%,-5%,-6.5%
O=c1c2c3c(sc2ncn1/N=C/c1ccco1)CCCC3,14%,21%,nt,-5%,1.0%,4%,-18%,-19%,-4%,22%,1.6%
COc1cccc(C(=O)OCc2ccccc2C#N)c1O,?,15%,i,-1%,-0.1%,2%,-6%,1%,-1%,3%,-0.5%
Nc1nc(=O)c2[nH]cnc2n1O,1%[11.4 µM],1%[7.6 µM],?,1%[11.5 µM],-0.2%[15.4 µM],nt,-15%[11.5 µM],0%[11.4 µM],0%[11.5 µM],6%[11.4 µM],-1.2%[15.4 µM]
CCOc1ccc2nnnn2n1,8%,6%,i,0%,-1.3%,0%,12%,1%,-1%,-20%,-1.5%
Cc1ccc2c(c1)NCCO2,-10%,-19%,?,-2%,-0.3%,2%,1%,-1%,-1%,32µM*,-2.7%
O=C(O)[C@H](Cc1c[nH]c2ccccc12)N1C(=O)c2ccccc2C1=O,0%[11.4 µM],10%[7.6 µM],i,2%[11.5 µM],-2.0%[15.4 µM],nt,3%[11.5 µM],2%[11.4 µM],1%[11.5 µM],7%[11.4 µM],0.4%[15.4 µM]
O=C(NCc1ccc(F)cc1)C1CCCN(S(=O)(=O)c2cccnc2)C1 (stereo unspecified),-1%,-7%,i,3%,-0.3%,-3%,22%,3%,1%,11%,-0.4%
Fc1ccc(-c2nnc(Cc3nnc(-c4ccc(F)cc4)o3)o2)cc1,13%,22%,i,-5%,2.5%,34%[activator],1%,-5%,-5%,-2%,-0.7%
COc1ccccc1NC(=O)Cc1nn(C)c(=O)c2ccccc12,15%,?,i,2%,0.2%,7%,?,2%,-2%,0%,-0.6%
c1ccc2cc(OCCN3CCCC3)ccc2c1,10%[11.4 µM],-2%[7.6 µM],nt,1%,0.3%,0%[7.66 µM],17%,0%,-1%,-23%[11.4 µM],0.6%
O=CN1CCN(C2CC(=O)N(c3ccc4c(c3)OCO4)C2=O)CC1 (stereo unspecified),5%,-1%,i,0%,-0.5%,-4%,8%,2%,1%,-6%,0.4%
NC(N)=NC[C@H](N)C(=O)O,?,7%[7.6 µM],i,0%[11.5 µM],-0.5%[15.4 µM],nt,-6%[11.5 µM],1%[11.4 µM],-1%[11.5 µM],-10%[11.4 µM],-0.3%[15.4 µM]
CC(=O)N=c1sc2nc3ccccc3nc2n1N(C(C)=O)C(C)=O,0%,2%,2.9e-07M*,-2%,-1.2%,-4%,-7%,-2%,-2%,7%,0.9%
CCCCNS(=O)(=O)c1cccc(S(=O)(=O)N2CCCC2)c1,10%,0%,i,1%,-1.4%,4%,-22%,0%,-1%,0%,0.0%
O=C(NC1CCCCC1)C(c1ccccc1)N(Cc1ccco1)C(=O)Cn1cnc2ccccc21 (stereo unspecified),20µM*,?,i,-2%,1.1%,52%[activator],-17%,1%,-2%,2%,0.4%
Cc1c(C)n(C(=O)CN2CCN(c3ccccn3)CC2)c2ccccc12,?,-4%,i,-8%,-0.2%,26%,?,1%,-8%,19%,-0.6%
COc1ccc(CN2CC(C(=O)N3CCOCC3)CC2=O)cc1 (stereo unspecified),0%,17%,i,-1%,-0.2%,-5%,-8%,-1%,1%,9%,-1.9%
Cc1onc(-c2ccccc2)c1C(=O)Nc1ccc(S(=O)(=O)NC2=NCCCCC2)cc1,-6%,-2%,i,0%,5.6%,7%,-2%,1%,1%,-3%,-1.7%
O=C1NC2(CCCCC2)N=C1c1ccccc1,?,8%,i,4%,0.4%,4%,1%,-1%,-3%,0%,0.7%
CCCC(=O)N1c2ccccc2[C@@H](N(C(C)=O)c2ccccc2)C[C@H]1C,1%,-7%,i,1%,-1.4%,-2%,-2%,4%,-2%,2%,-1.7%
COC(=O)c1ccc(Oc2nc(Nc3ccc(F)cc3)nc(N3CCCC3)n2)cc1,12%,3.2µM*,i,-2%,-1.7%,21%,-13%,2%,-2%,344%,0.0%
CC(C)C(c1nnnn1C1CCCC1)N1CCN(c2ccccc2F)CC1 (stereo unspecified),16µM*,2%,i,0%,-2.4%,0%,4%,1%,-1%,0%,-0.4%
CCCCc1nc2ccccc2n2cc3c(=O)n(C)c(=O)n(C)c3c12,-2%,?,nt,-1%,-0.5%,nt,-10%,1%,-4%,2%,0.7%
Cc1nn2cc(-c3ccc(N)cc3)nc2s1,-7%,12%,i,2%,-1.1%,15%,-16%,?,-1%,16µM*,-0.4%
CCCNC(=O)c1ccccc1NS(=O)(=O)c1ccc(OC)c(OC)c1,?,5%,?,-1%,0.0%,1%,-1%,-1%,1%,-4%,-0.1%
CCOC(=O)C1CCCN(C(=O)c2sc3nc(-c4ccc(OC)cc4)cn3c2C)C1 (stereo unspecified),?,16%,i,-1%,-1.4%,30%[activator],4%,-10%,-5%,?,-0.1%
COc1ccc(-c2csc(N3CCN(Cc4ccc5c(c4)OCO5)CC3)n2)cc1,-7%,-10%,i,2%,-0.3%,3%,-20%,1%,-3%,-17%,-0.2%
CC(C)OC(=O)Cn1cnc2ccc(Br)cc2c1=O,3%,6%,i,-1%,-0.4%,8%,3%,0%,0%,-1%,0.2%
Nc1nc(C(=O)N2CCOCC2)nn1C(=O)c1ccc(Cl)cc1,12%,-9%,nt,-1%,-3.6%,nt,-19%,0%,1%,-7%,-0.7%
CCOc1ccc2[nH]c(=O)c(CN(CCCO)C(C)=O)cc2c1,-2%,1%,2.9e-07M*,1%,1.8%,nt,-12%,0%,-3%,-13%,1.2%
Cn1c(SCC(=O)Nc2cccc(NC(=O)c3cccs3)c2)nnc1-c1ccncc1,7%,?,i,-1%,-1.5%,0%,-13%,2%,-1%,-7%,-2.7%
CCCCC1=NC2(CCCC2)C(=O)N1Cc1ccc(-c2ccccc2-c2nn[nH]n2)cc1,nt,nt,nt,2%,-0.7%[3.08 µM],-3%,-3%,nt,2%,nt,-0.9%
COC(=O)c1sc(N2C(=O)c3oc4ccccc4c(=O)c3C2c2cccs2)nc1C (stereo unspecified),-14%,0%,1.8e-08M*,-1%,-1.0%,-2%,-11%,1%,0%,-18%,0.2%
O=C1CC(N2CCN(c3cccc(C(F)(F)F)c3)CC2)C(=O)N1c1ccc(F)cc1 (stereo unspecified),0%[11.4 µM],-13%,nt,0%,-0.4%,10%,-3%,-1%,1%,8%,0.0%
COc1cccc(C2/C(=C(\O)c3c(C)nc4c(C)cccn34)C(=O)C(=O)N2CCCN(C)C)c1OC (stereo unspecified),1%,-3%,i,1%,-0.3%,-8%,4%,1%,0%,-6%,0.6%
COc1cccc(C2C(C#N)=C(N)OC3=C2C(=O)CCC3)c1OC(=O)c1ccco1 (stereo unspecified),8%,-6%,i,0%,-0.3%,-7%,0%,0%,1%,5%,0.9%
COc1ccc(S(=O)(=O)N2CCCC(C(=O)NCc3ccncc3)C2)cc1Cl (stereo unspecified),-2%,?,i,0%,0.1%,18%,-11%,1%,1%,13%,0.7%
COc1ccc(NC(=O)[C@@H]2[C@@H]3C(=O)N(C4CCCCC4)C(=O)[C@@H]3C3c4ccccc4C=CN32)cc1 (stereo partly specified),10%,?,i,-12%,3.5%,49%[activator],?,1%,-9%,-2%,2.2%
Cc1cc2n(n1)C(c1c[nH]c3ccccc13)Nc1ccccc1-2 (stereo unspecified),1%,-2%,?,-4%,0.6%,?,4%,-16%,-6%,-4%,0.8%

# Hits appear at their usual frequency; any-hit rate near 16%.
